# Bioassay records deposited in PubChem BioAssay by The Scripps Research Institute Molecular Screening Center.
# MITF inh – human MITF inhibition, primary screen; AID 1259374; O75030; AlphaScreen MITF homodimerization, bead proximity signal; inhibition, % at 2.6 µM; 650,000 tested, 0.91% active; in the data active = inhibition above about 50%;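 also: 0% = vehicle wells with protein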
# Target sequence (O75030 whole entry, looked up): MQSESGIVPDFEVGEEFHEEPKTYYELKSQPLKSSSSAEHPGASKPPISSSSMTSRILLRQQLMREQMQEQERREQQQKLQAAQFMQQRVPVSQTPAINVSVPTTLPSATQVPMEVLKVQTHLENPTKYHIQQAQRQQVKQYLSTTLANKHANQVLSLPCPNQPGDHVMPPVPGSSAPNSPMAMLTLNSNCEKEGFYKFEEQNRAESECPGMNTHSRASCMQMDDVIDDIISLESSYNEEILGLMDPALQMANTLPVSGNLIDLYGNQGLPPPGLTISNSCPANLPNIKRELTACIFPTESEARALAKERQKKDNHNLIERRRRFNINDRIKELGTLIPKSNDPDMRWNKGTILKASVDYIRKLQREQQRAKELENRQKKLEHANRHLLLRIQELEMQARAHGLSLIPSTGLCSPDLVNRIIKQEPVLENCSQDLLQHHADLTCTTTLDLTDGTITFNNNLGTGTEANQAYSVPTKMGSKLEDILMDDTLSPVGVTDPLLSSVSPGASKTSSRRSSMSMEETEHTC
# GPR151 activ – activators of human GPR151. Q8TDV0. PathHunter beta-arrestin GPR151 cells, luminescence. activation, % at 11.2 µM. 650,000 tested, 1% active; in the data active = activation above about 4.9%;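 also: 0% = median of compound wells and 100% = cells with positive control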
# Target sequence (Q8TDV0 whole entry, looked up): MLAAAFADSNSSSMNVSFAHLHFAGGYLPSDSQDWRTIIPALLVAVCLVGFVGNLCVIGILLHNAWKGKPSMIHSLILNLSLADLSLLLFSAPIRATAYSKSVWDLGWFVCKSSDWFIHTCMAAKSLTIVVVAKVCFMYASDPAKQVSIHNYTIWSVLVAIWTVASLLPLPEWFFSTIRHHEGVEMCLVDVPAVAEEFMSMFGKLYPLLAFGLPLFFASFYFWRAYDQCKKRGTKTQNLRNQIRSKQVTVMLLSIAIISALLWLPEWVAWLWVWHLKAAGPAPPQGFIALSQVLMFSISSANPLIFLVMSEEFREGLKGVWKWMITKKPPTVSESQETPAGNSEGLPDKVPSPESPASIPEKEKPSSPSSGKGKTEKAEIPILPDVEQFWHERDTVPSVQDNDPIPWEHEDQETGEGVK
# TEAD-YAP inh – TEAD-YAP interaction inhibition. HEK-TIYL cells, TEAD-Gal4/YAP UAS-luciferase luminescence. 640,000 tested, 1.4% active. AID 1259422. inhibition, % at 9.12 µM; in the data active = inhibition above about 32%;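 also: 0% = median of test compound wells and 100% = reference inhibitor wells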
# FBW7 act – human FBW7 E3 ligase activation, primary screen; 650,000 tested, 0.13% active; AlphaScreen FBW7–phospho-cyclin E peptide binding, activator screen; Q969H0; normalized activity (activation), % at 26.1 µM; in the data active = normalized activity above about 1.9%;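 also: purified mutant Fbw7 with reduced substrate affinity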
# * = called active by the depositor; & = joins results of further samples. Rows were taken by chance; 3.4% or so of the library scored in one or more.
# A first look (7 entries):
SMILES,MITF inh,GPR151 activ,TEAD-YAP inh,FBW7 act
Oc1ccc(CN2CCc3nnc(CCc4ccccc4)n3CC2)cc1,-21,-0.8,6,0.2
N#C/C(=C(/O)CSc1nc(N)cc(=O)[nH]1)c1nc2ccccc2s1,7,2.2,-4,0.5
Cc1nc2c(C(=O)Nc3ccc4c(c3)OCCO4)snc2c(=O)[nH]1,0,1.1,2,0.1
Cn1nc(C(=O)Nc2ccc3c(c2)C(=O)NC3=O)c2ccccc2c1=O,-13,-1.4,5,-0.1
Cc1cccc(-n2nc3c(c2NC(=O)c2cc4ccccc4oc2=O)CSC3)c1C,12,0.5,2,0.1
Cc1cc(C)c(-c2csc(NC(=O)c3nc4nccc(C)n4n3)n2)cc1C,-6,-1.3,1,0.4
COc1cn(CC(=O)N2CCCc3ccccc32)c(CSc2nccn2C)cc1=O,10,2.9,-4,0.1

# Results, from the start:
SMILES,MITF inh,GPR151 activ,TEAD-YAP inh,FBW7 act
Oc1ccc(CN2CCc3nnc(CCc4ccccc4)n3CC2)cc1,-21,-0.8,6,0.2
N#C/C(=C(/O)CSc1nc(N)cc(=O)[nH]1)c1nc2ccccc2s1,7,2.2,-4,0.5
Cc1nc2c(C(=O)Nc3ccc4c(c3)OCCO4)snc2c(=O)[nH]1,0,1.1,2,0.1
Cn1nc(C(=O)Nc2ccc3c(c2)C(=O)NC3=O)c2ccccc2c1=O,-13,-1.4,5,-0.1
Cc1cccc(-n2nc3c(c2NC(=O)c2cc4ccccc4oc2=O)CSC3)c1C,12,0.5,2,0.1
Cc1cc(C)c(-c2csc(NC(=O)c3nc4nccc(C)n4n3)n2)cc1C,-6,-1.3,1,0.4
COc1cn(CC(=O)N2CCCc3ccccc32)c(CSc2nccn2C)cc1=O,10,2.9,-4,0.1
C[C@H]1NC(=O)[C@H]2CN(Cc3ccccc3)CCN2C1=O,16,0.3,9,0.0
CC(C)OC(=O)CC(=O)CSc1nc(-c2cccs2)cc(-c2ccc(F)cc2)c1C#N,6,0.3,0,0.2
C=CCN(c1ccc(C(=O)Nc2ccc(F)cc2)cc1)S(C)(=O)=O,-7,-0.3,2,-0.1
Cc1cc(=O)[nH]c2nnc(SCC(=O)NCC3CCCO3)n12 (centres undefined),12,-2.7,-2,-0.1
c1ccc(CNc2ccc3ncc(-c4ccc5c(c4)OCO5)n3n2)nc1,7,0.6,58*,0.1
COc1ccc(-n2nc(C(=O)NCC(=O)NC3CCCCCC3)c3ccccc3c2=O)cc1,18,-1.0,12,0.4
N#CCC(=O)Nc1ccc(C(=O)OCC(=O)Nc2cccc([N+](=O)[O-])c2)cc1,12,-0.6,4,0.0
CCc1cccc(C)c1NC(=O)CCC(=O)O,-2,-1.3,-3,0.0
COc1cccc2c1OCCCN(C(=O)C1CCN(c3nc(C)c4ccccc4n3)CC1)C2,5,-0.9,5,-0.1
CS(=O)(=O)N(CC(=O)Nc1cccc(Cl)c1)c1cccc(Cl)c1,-3,0.7,-3,-0.1
CN=c1scc(-c2ccco2)n1/N=C/c1c(O)ccc2ccccc12,-1,-1.4,-30,-0.1
COc1cc(CN2CCN(Cc3ccccc3C)C(CCO)C2)ccc1F (centres undefined),12,0.1,-7,0.2
O=C(NCc1ccccc1)c1cncc(Nc2ncccn2)c1,12,-0.6,-3,0.1
Nc1cccc(-c2cc(NC3CC3)ncn2)c1,9,-1.4,-19,0.0
CC(C)(C)CC(=O)Nc1c(-c2cccs2)nc2ccccn12,19,1.7,1,0.0
COCCn1c(SCC(=O)Nc2ccc(C)c(Cl)c2)nc2c(c1=O)SCC2,-13,0.1,3,-0.1
Cc1ccccc1COc1ccccc1C#N,-6,1.7,-30,0.2
COc1ccc(-n2nc3c(c2NC(=O)c2cccc([N+](=O)[O-])c2)CSC3)cc1,-7,-1.0,0,0.0

# Of the compounds above, two have a nitro group on carbon:
SMILES,MITF inh,GPR151 activ,TEAD-YAP inh,FBW7 act
N#CCC(=O)Nc1ccc(C(=O)OCC(=O)Nc2cccc([N+](=O)[O-])c2)cc1,12,-0.6,4,0.0
COc1ccc(-n2nc3c(c2NC(=O)c2cccc([N+](=O)[O-])c2)CSC3)cc1,-7,-1.0,0,0.0

# Next section
SMILES,MITF inh,GPR151 activ,TEAD-YAP inh,FBW7 act
Cc1nc(NCc2ccc3c(c2)OCO3)c2nnn(Cc3ccccc3)c2n1,-8,0.0,1,-0.2
CCCNC(=O)C(=O)NCC1OCCCN1S(=O)(=O)c1ccccc1 (centres undefined),-2,0.0,12,-0.1
COc1ccccc1Cn1c(SCc2c(F)cccc2F)nc2ccc(Br)cc2c1=O,10,0.6,0,0.0
CC(C)(CC(=O)O)CC(=O)Nc1cccc(C(=O)O)c1,1,-0.4,-1,-0.1
COC(=O)c1sc(NC(=O)c2c(-c3c(F)cccc3Cl)noc2C)nc1C,-9,0.1,10,0.0
Cc1nn(-c2ccccc2)c(Cl)c1/C=C(\C#N)C(=O)NC(C)C,-17,-0.2,-7,0.0
CCOC(=O)C1=[N+]([O-])OC(C(=O)c2ccccc2)C1c1cccc([N+](=O)[O-])c1 (centres undefined),0,-0.4,-9,0.4
O=C(O)c1ccccc1C(=O)c1ccccc1,0,0.5,4,-0.1
O=C(CSc1nnnn1-c1ccccc1)Nc1ncc2c(n1)CC(c1ccco1)CC2=O (centres undefined),13,0.1,8,0.8
CN1CCN(c2ccc(-c3nc(NC4CC4)c4ncn(-c5ccsc5)c4n3)cc2)CC1,5,0.7,49*,-0.2
CCN(CC(=O)Nc1ccccc1C(F)(F)F)C(=O)c1ccc2c(c1)NC(=O)CS2,14,-0.3,5,0.5
O=C(CSc1nnc(CNc2ccc(Cl)c(Cl)c2)n1-c1ccccc1)c1ccc(Br)cc1,-2,-0.1,-11,-0.1
O=C(Nc1ccc(Oc2ccc(Oc3ccc(NC(=O)c4cccc(F)c4)cc3)cc2)cc1)c1cccc(F)c1,1,3.9,-3,0.1
CN1C(=O)C(O)(CC(=O)/C=C/c2ccco2)c2ccccc21 (centres undefined),0,1.3,-2,0.0
Cc1nn2c(-n3ccnc3)cc(C(C)(C)C)nc2c1-c1ccccc1,2,-0.2,-4,-0.1
CNC(=O)C(=O)NCC(c1ccco1)S(=O)(=O)c1ccccc1 (centres undefined),11,-1.4,2,0.8
CC1CCN(c2nc3c(c(=O)[nH]2)CCN(Cc2cccs2)C3)CC1,9,0.0,1,-0.2
Cc1ccccc1S(=O)(=O)Cc1ccc(C(=O)O)o1,6,0.0,6,-0.5
O=C1N/[N+](=C\c2ccccc2)C2Cc3ccccc3C12 (centres undefined),6,0.1,2,-0.1
COc1ccc(N2C(=O)NC3CC2(C)Oc2ccc(Br)cc23)cc1OC (centres undefined),-6,-0.5,0,0.5
Nc1c(C(=O)c2cccs2)sc2nc3c(c(-c4ccco4)c12)CCCCC3,10,-1.1,2,0.2
c1ccc(Oc2nc(NCc3ccco3)nc(NCc3ccco3)n2)cc1,3,-1.3,-16,-0.1
CC(C)(C)c1ccc(C(=O)Nc2ccc(Br)cc2)cc1,-5,-0.5,-18,-0.1
O=C(O)Cn1nnnc1SCC(=O)Nc1ccccc1,-2,-2.1,1,0.1
O=C(O)/C=C/c1ccc(Cn2ccnc2)cc1,19&-1&22&12,0.3&-0.4&4.5&4.0,3,0.3&0.1&0.0

# The listing continues:
SMILES,MITF inh,GPR151 activ,TEAD-YAP inh,FBW7 act
COc1cc(OC)cc(C(=O)NCc2nnc(SCC(=O)N3N=C(c4cccs4)CC3c3ccc(C)cc3)n2-c2ccc(F)cc2)c1 (centres undefined),0,2.1,3,0.0
Cn1cc(C(=O)N2CCc3ccccc32)c(=O)c2cc(S(=O)(=O)N3CCCC3)ccc21,1,0.9,11,0.2
CN(Cc1ccccc1)S(=O)(=O)c1ccc(F)c(C(=O)Nc2cc(Cl)ccc2Cl)c1,-2,-0.6,-2,0.1
CCC(C)N(CC(=O)Nc1cccc(C)c1C)C(=O)CCl (centres undefined),-14,0.5,69*,0.2
Cc1ccccc1NC(=O)c1cccc(NC(=O)c2c(C(=O)O)cccc2[N+](=O)[O-])c1,-8,-1.2,4,-0.1
CC(=O)Nc1ccc(Nc2cc(C)nc(N3CCN(c4ccccn4)CC3)n2)cc1,5,-1.1,9,0.1
CCCCC(=O)Nc1cc(OC)c(Cl)cc1OC,3,-1.2,8,0.0
COc1ccc(N/C(C)=C/C(=O)c2ccc(Cl)cc2)c(OC)c1,12&-11,2.0&-1.0,5&-4,0.0&-0.5
O=C(NC1CCCCCCCCCCC1)c1cccc(C(=O)NC2CCCCCCCCCCC2)c1,-5,-0.3,-2,0.1
CN1CCN(C(=O)/C(=C/c2cccnc2)NC(=O)c2ccco2)CC1,6,0.7,-4,0.0
O=S(=O)(O)CCc1cc[n+](CC(O)CO)cc1 (centres undefined),8,-1.1,6,2.8*
O=C(c1cccc(Cl)c1)N1CCCc2ccccc21,6,-1.0,0,-0.1
CCCCC(=O)Nc1c(O)c2ccccc2oc1=O,-3,0.6,-5,0.1
c1ccc(Nc2cc(N3CCOCC3)ncn2)cc1,14,-0.9,-12,0.7
Cc1ccc2oc(-c3ccc(Cl)c(NC(=O)c4ccc(C(C)C)cc4)c3)nc2c1,2,-0.3,-30,-0.1
COc1ccccc1C(=O)N/C(=C/c1ccco1)C(=O)Nc1cccc(C(=O)O)c1,15,3.0,-5,-0.3
CCOc1cccc2ccc(C=O)nc12,6,1.1,-2,0.1
O=C(Nc1ncccn1)C1CCCN1S(=O)(=O)c1ccc(Cl)c(Cl)c1 (centres undefined),-8,-0.6,10,-0.3
CCOC(=O)c1cc(NC(=O)OC)c(C)nc1C,0,0.4,-11,0.2
Cc1ccc(Nc2nnc(SCC(=O)c3nnc(-c4ccccc4)o3)s2)cc1,6,0.5,-21,0.0
COc1ccc(C2C(C(=O)N3CCN(c4cccc(Cl)c4)CC3)c3cc(OC)c(OC)cc3C(=O)N2C)cc1OC (centres undefined),7,-0.2,-7,1.0
CCOC(=O)N1CCN(S(=O)(=O)c2ccc(C)cc2)C1C(C)C (centres undefined),15,1.2,7,0.0
C=CCOC(=O)C1=C(C)NC(SCC(=O)Nc2nccs2)=C(C#N)C1c1ccco1 (centres undefined),18,-0.5,-8,0.0
Cc1ccc(Oc2ccc(OCC(=O)OC3CCS(=O)(=O)C3)cc2)cc1 (centres undefined),12,-1.5,14,1.7
Cc1ccc(S(=O)(=O)N2CCOCC2)cc1N=C/C(Br)=C/c1ccccc1,-10,-0.4,-5,0.0

# Other entries.
SMILES,MITF inh,GPR151 activ,TEAD-YAP inh,FBW7 act
COc1ccc(CNC(=O)c2ccc3nc(-c4ccccc4)c(-c4ccccc4)nc3c2)cc1,12,0.2,-3,0.9
Cc1ccc(-c2noc(CN(C)C(=O)NC3CCCCC3)n2)cc1,5,-2.8,-5,-0.1
CC(C)(C)NC(=O)Cn1nnnc1-c1nonc1N,5,-0.8,-10,0.0
COc1cc(C(c2cc(Cl)c3cccnc3c2O)N2CCCC2)cc(OC)c1OC (centres undefined),37,1.2,16,-0.9
CCCn1c(SCC(=O)Nc2ccc(CC)cc2)n[nH]c1=O,-2,0.0,-12,-0.1
COC(=O)c1ccc(NC(=O)/C(=C\c2cccc([N+](=O)[O-])c2)NC(=O)c2ccccc2OC)cc1,13,-1.2,2,0.3
CC(Sc1ccc(Cl)cc1)C(=O)Nc1ccc(S(=O)(=O)N2CCOCC2)cc1 (centres undefined),14,0.3,4,0.1
CCC(C)N=Cc1c(O)n(-c2ccc(Cl)cc2)c(=O)[nH]c1=O (centres undefined),18,1.7,8,0.0
COCC(C)N1CCC(n2nccc2NC(=O)c2ccccc2OC)CC1 (centres undefined),2,2.6,-1,0.0
O=C(O)CSc1c2c(nc3cc(C(=O)NCCN4CCOCC4)ccc13)CCC2,1,0.7,6,-0.2
N#CC1CC(=O)OC12CCCCC2 (centres undefined),0,-1.1,0,0.0
CN1CCN(CCCCN2C(=O)c3ccccc3C2=O)CC1,87*,0.1,2,0.1
Cc1ccc(-c2cn3c(n2)sc2cc(C(=O)N4CCC(C(N)=O)CC4)ccc23)c(C)c1,-1,0.7,-16,-0.1
COc1ccc(OCC(=O)NCc2ccccc2)cc1,6,0.3,-4,0.0
CC(=O)CCc1oc2ccccc2c1-c1ccc(C)o1,2,0.5,12,-0.2
Cc1ccc(NC(=O)c2cc(=O)[nH]c(=O)[nH]2)cc1,11,-0.5,5,0.2
CCOc1cc(/C=C2\N=C(c3ccc(C(C)(C)C)cc3)OC2=O)cc(Br)c1OC(C)=O,19,-0.9,7,0.1
NS(=O)(=O)c1ccc(Nc2nccc(-c3cccc(Cl)c3)n2)cc1,4,0.3,-22,-0.1
O=C(COc1ccc(C23CC4CC(CC(C4)C2)C3)cc1)N1CCCC1,-8,1.0,-33,-0.2
Cc1nc(NCc2cnn(C)c2C)sc1-c1ccn(CC2COc3ccccc3O2)n1 (centres undefined),3,1.3,-26,0.2
CN(C)S(=O)(=O)c1cccc(N2C(=O)CCC2=O)c1,-6,3.8,-20,0.2
CCN(CC)C(=O)c1sc2ncn(CC(=O)N3CCOCC3)c(=O)c2c1C,-1,-1.0,-9,0.0
CCOC(=O)c1cnc2ccc(OC)cc2c1Nc1ccccc1OCC,-8,0.1,6,0.0
COc1ccc(N/C(=N\c2nc(C)cc(C)n2)NC(=O)c2ccc(F)cc2)cc1,11&-24,0.6&0.2,-2&-2,-0.3&0.6
O=C(O)/C=C/c1ccc(S(=O)(=O)N2CCCC2)cc1,-16,1.0,-1,-0.2
O=C(Cc1ccc([N+](=O)[O-])cc1)Nc1cc(C(=O)O)cc(C(=O)O)c1,26,-1.6,-1,0.0
CSCCC(NC(=O)CNC(C)=O)C(N)=O (centres undefined),-1,0.7,-7,-0.3
